HRas wt GTP: human HRas wildtype GTP binding, change in either direction; P01112; GST-Ras wt beads, Bodipy-FL-GTP binding, flow cytometry; actives lie on both sides; GTP binding activity, % at 10 µM; 190,000 compounds, 0.14% hits;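 active means GTP binding activity at least 20% away from the 100% baseline, either lowered as inhibitor or raised as activator; inconclusive means flagged as likely green fluorescent, judged across all proteins in the well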;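 further: 0% = unlabeled GTP competition control and 100% = no-compound control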
Target sequence (P01112 whole entry, looked up): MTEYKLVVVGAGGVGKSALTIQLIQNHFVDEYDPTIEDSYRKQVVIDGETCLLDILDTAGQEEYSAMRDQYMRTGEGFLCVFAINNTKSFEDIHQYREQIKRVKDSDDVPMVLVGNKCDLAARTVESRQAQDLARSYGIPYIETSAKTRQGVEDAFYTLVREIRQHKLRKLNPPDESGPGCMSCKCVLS
Pf gametocyte: kills late stage P. falciparum gametocytes; inhibition, % at 10.9 µM; 150,000 compounds, 0.065% hits; P. falciparum stage V gametocytes, ATP luminescence, 24 h;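 active means inhibition above the mean plus 3 SD of compounds within the control limits, set per campaign, cut at about 38% in these data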;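 further: 0% = DMSO wells and 100% = medium only without gametocytes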
Rac1 mut GTP: alters GTP binding to activated mutant human Rac1; GST-Rac1 activated beads, fluorescent GTP binding, flow cytometry; actives lie on both sides; 100% means binding = to untreated wells; percent activity (GTP binding), % at 10 µM; 190,000 compounds, 0.11% hits;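 active means GTP binding at least 20 percentage points away from the 100% baseline, in either direction, so actives lie on both sides; inconclusive means Compound likely fluorescent itself, or too few beads counted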
Mcl-1 Bim block: inhibitors of Bim-Mcl-1 interaction, human; 190,000 compounds, 0.1% hits; Bead-based flow cytometry, Bim peptide-Mcl-1 binding; inhibition, % at 10 µM; Q07820; in the data active means inhibition above about 40%;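 further: 0% = no compound tracer wells and 100% = peptide blocker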
Target sequence (Q07820 whole entry, looked up): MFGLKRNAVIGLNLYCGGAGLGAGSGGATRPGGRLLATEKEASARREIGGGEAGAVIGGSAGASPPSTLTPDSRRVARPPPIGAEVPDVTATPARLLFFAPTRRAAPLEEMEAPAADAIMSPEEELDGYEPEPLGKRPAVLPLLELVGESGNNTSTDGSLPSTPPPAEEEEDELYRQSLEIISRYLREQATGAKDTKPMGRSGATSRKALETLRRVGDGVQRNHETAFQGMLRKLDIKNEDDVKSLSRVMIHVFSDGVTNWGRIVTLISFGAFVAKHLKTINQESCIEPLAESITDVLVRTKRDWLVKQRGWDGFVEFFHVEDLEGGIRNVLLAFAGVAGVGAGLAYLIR
Rab7 wt modul: modulators of GTP binding to dog Rab7 wildtype GTPase | GST-Rab7 beads, fluorescent GTP binding, flow cytometry; actives lie on both sides; untreated = 100%, excess cold GTP = 0% | GTP binding activity (percent of control), % at 10 µM | 190,000 compounds, 0.055% hits;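 active means fluorescent GTP binding to Rab7 beads changed by at least 20 points from the 100% baseline, either direction, mostly lower; inconclusive means compound itself probably fluorescent, or too few beads counted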;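 further: median green fluorescence of bound Bodipy-FL-GTP per Rab7 bead population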
Rab2 wt GTP: changes GTP binding to wildtype dog Rab2A, up or down | GTP binding activity, % at 10 µM | 190,000 compounds, 0.19% hits | AID 760 | P61105 | GST-Rab2 wt beads, Bodipy-GTP binding, flow cytometry;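 active means GTP binding activity at least 20 points away from 100%, either lowered or raised; inconclusive means signal likely due to the compound's own green fluorescence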;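 further: 0% = beads with excess unlabeled GTP and 100% = no-compound control corrected for plate trend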
Mcl1-Noxa inh: disrupts binding of human Mcl-1 to Noxa peptide | Q07820 | TR-FRET Mcl-1/Noxa peptide binding, 2 h | inhibition, % at 21.7 µM | 220,000 compounds, 1.5% hits | AID 1022;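 active means compounds that cut the protein-peptide binding signal by more than 50% relative to plate controls in a single-dose test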;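 further: His-tagged Mcl-1 with rhodamine Noxa BH3 peptide and terbium anti-His antibody; 0% = Mcl-1 plus Noxa peptide wells and 100% = peptide-only wells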
Cdc42 wt: human Cdc42 wildtype GTP binding change, either direction; P60953; AID 761; 190,000 compounds, 0.2% hits; percent activity (GTP binding), % at 10 µM; GST-Cdc42 beads, Bodipy-GTP binding, flow cytometry; actives lie on both sides;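 active means percent activity GTP binding at least 20 points away from the 100% baseline, either down as inhibitor or up as activator; inconclusive means compound flagged as likely green fluorescent from well-wide comparison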;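 further: median bead fluorescence of bound Bodipy-FL-GTP at 100 nM; 0% = excess unlabeled GTP control and 100% = no compound control; below 100% means less GTP binding so inhibitor and above means activator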
Target sequence (P60953 whole entry, looked up): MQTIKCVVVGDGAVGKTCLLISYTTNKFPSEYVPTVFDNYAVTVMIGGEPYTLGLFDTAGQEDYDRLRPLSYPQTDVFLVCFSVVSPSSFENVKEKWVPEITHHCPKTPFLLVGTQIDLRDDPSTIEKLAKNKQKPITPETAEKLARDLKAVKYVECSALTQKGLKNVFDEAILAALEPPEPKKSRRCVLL
RGS8-Gao: regulators of human RGS8-Galphao interaction | P09471 | multiplexed bead flow cytometry, RGS8-Galphao binding; actives lie on both sides | response (percent of control binding), % at 10 µM | 220,000 compounds, 0.34% hits | AID 1423; in the data active means response below about 60% or above about 140%; inactive means in between;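 further: Galphao activated as the GDP aluminium fluoride complex binding bead-coupled RGS8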
Mcl1-Bid inh: disrupts binding of human Mcl-1 to Bid peptide; 220,000 compounds, 0.97% hits; Q07820; inhibition, % at 21.7 µM; TR-FRET Mcl-1/Bid-Dy647 peptide binding, 1536-well;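 active means compounds that cut the binding signal by more than half at the single screening dose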;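 further: His-tagged Mcl-1 with europium anti-His antibody binding Bid BH3 peptide; 0% = Mcl-1 plus peptide wells and 100% = peptide-only wells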
Rac1 wt modul: human Rac1 wildtype GTP binding, inhibitors and activators; P63000; GST-Rac1 beads, fluorescent GTP binding, flow cytometry; actives lie on both sides; 0 = cold GTP competed, 100 = untreated; GTP binding activity (% of control), % at 10 µM; 190,000 compounds, 0.27% hits; AID 757;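 active means GTP binding activity at least 20 points away from the 100% control level, either lower or higher; inconclusive means compound flagged as likely green fluorescent, judged across all proteins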
Numbers without * were called inactive; ? = inconclusive; . = no result given.

SMILES	HRas wt GTP	Pf gametocyte	Rac1 mut GTP	Mcl-1 Bim block	Rab7 wt modul	Rab2 wt GTP	Mcl1-Noxa inh	Cdc42 wt	RGS8-Gao	Mcl1-Bid inh	Rac1 wt modul
CC(C)c1ccc(/C=C/C2=NNC(=O)CC2)cc1	95	-2	97	-4	98	96	2	95	105	0	95
Cc1cccc(NC(=O)C2CC(=O)OC23CCCCC3)c1 (stereo not given)	100	.	100	-6	100	101	5	101	103	-37	108
Cc1ccc(NC(=O)C2CCN(c3cnccn3)CC2)cc1	98	14	99	0	97	96	7	101	101	-3	103
CCc1c(C)[nH]c2ccccc2c1=O	98	7	97	-2	99	99	-2	99	101	15	103
CSc1nc2c(c(=O)[nH]1)C(c1ccc(C(F)(F)F)cc1)CC(=O)N2 (stereo not given)	96	.	93	4	99	95	9	93	103	-10	94
O=C(CCCNC(=O)/C(=C/c1ccc(Br)cc1)NC(=O)c1ccccc1)OCc1ccccc1	100	15	99	-4	100	101	-5	100	96	1	103
COc1cccc(-n2nnnc2SCC(=O)Nc2ccc(C(C)=O)cc2)c1	105	-2	101	0	98	103	-32	108	104	29	110
CC(C)N1CCN(Cc2nc3c(s2)CCCC3)CC1CCO (stereo not given)	97	1	95	-1	103	94	1	95	99	-42	98
COc1ccc(S(=O)(=O)N2CCC(C(N)=O)(N3CCCCC3)CC2)cc1	96	.	95	0	94	96	-12	97	98	-22	95
Cc1oc(C(=O)O)cc1CSCc1ccoc1C(=O)O	94	.	92	-1	91	90	29	94	99	3	93
COc1cccc(-n2ccnc2SCC(=O)N2CCCc3ccccc32)c1	103	.	98	-4	100	102	8	102	100	23	105
COCCOC1CCN(Cc2cn(Cc3ccccc3)nc2-c2cc3ccccc3o2)CC1	98	2	96	-2	97	98	-5	98	103	-18	101
CCOc1ccc(CC2CCC(=O)NC2=O)cc1 (stereo not given)	98	11	98	0	95	99	18	101	102	1	102
Cc1cccc(/C=C2/C(=O)/C(=C/c3ccccc3C)C3CCC2N3C)c1 (stereo not given)	107	-9	102	0	104	106	-1	106	95	-5	103
O=[n+]1c2c(n([O-])c3cc(F)c(N4CCCC4)cc31)CCCC2	97	0	95	0	93	93	-6	96	101	-102	97
CCOC(=O)N1CCN(C(=O)CSc2nnc(C3COc4ccccc4O3)o2)CC1 (stereo not given)	102	.	101	0	105	104	5	103	102	2	108
O=c1c2c(nc3cc(-c4ccccc4Cl)[nH]n13)CCS2	91	.	85	0	96	92	34	91	97	-32	91
CC(=O)/C(N)=N/Nc1cccc(Cl)c1	?	-15	?	-2	?	?	-3	?	113	-55	?
CC1(CCc2ccccc2)NC(=O)N(CC(=O)Nc2ccc3c(c2)OCCO3)C1=O (stereo not given)	95	.	95	-2	96	98	7	101	110	-1	96
O=C(NCC(c1ccc(F)cc1)N1CCOCC1)c1cc(F)c(F)c(F)c1F (stereo not given)	97	.	96	-1	102	98	11	98	102	-6	100
CCN1CCN(Cc2c(OC)ccc3ccccc23)CC1	97	.	96	0	98	98	34	96	104	10	98
CC1C(c2ccccc2)N(C)CCC12NC(=O)NC2=O (stereo not given)	101	6	101	0	103	100	-17	101	100	88*	102
Cc1nn(C)c(Cl)c1S(=O)(=O)N[C@@H](c1ccccc1)[C@]1(C)C[C@H]1[C@@H](C)C(=O)Nc1ccc2ccccc2c1	102	-28	99	-2	99	102	2	103	100	10	109
CCNc1oc(COc2ccccc2F)nc1C#N	100	1	101	-7	98	99	5	102	100	-19	105
COc1cc(SC)ccc1C(=O)Nc1ccc(C)cc1	98	7	96	-2	105	98	5	96	98	-19	100

More results
SMILES	HRas wt GTP	Pf gametocyte	Rac1 mut GTP	Mcl-1 Bim block	Rab7 wt modul	Rab2 wt GTP	Mcl1-Noxa inh	Cdc42 wt	RGS8-Gao	Mcl1-Bid inh	Rac1 wt modul
COCCn1nnnc1C(C(C)C)N1CCCC(C)C1 (stereo not given)	102	-24	100	0	105	100	20	98	95	-11	103
CCOC(=O)N1CCN(CC(=O)Nc2ccc(Oc3ccccc3)cc2)CC1	98	.	96	1	96	99	15	97	102	0	101
CNc1cc(C(F)(F)F)nc(-c2ccccn2)n1	99	-131	92	0	99	97	-17	96	103	-22	99
C=CCN(CC(=O)Nc1c(C)cccc1CC)C(=O)SCCC	95	.	93	0	98	92	7	95	101	1	92
CC(=O)NS(=O)(=O)c1ccccc1	99	.	97	0	98	100	-4	100	104	2	100
CCOc1ccccc1OCc1nn2c(-c3ccc(C)cc3)nnc2s1	97	.	97	0	95	96	3	100	101	-4	97
COC(=O)Cc1c(O)ccn(Cc2ccc3c(c2)OCO3)c1=O	95	.	93	-3	96	94	12	95	98	-15	101
COCCN(CC(=O)NCC1CCCO1)C(=O)CCC(=O)Nc1cc(C)ccn1 (stereo not given)	101	-1	100	1	96	100	-6	100	96	-14	103
CCOc1cccc(Oc2ccc(C(F)(F)F)cn2)c1	104	.	102	-5	104	102	31	105	104	-16	103
Cc1cc(C(F)F)n2nc(C(=O)Nc3cccc(C(F)(F)F)c3)nc2n1	99	.	101	-2	100	99	-13	102	104	-11	102
CCOC(=O)C(CSCC(=O)c1ccc(Br)cc1)NC(=O)OC(C)(C)C (stereo not given)	100	.	101	-1	103	102	9	105	101	-21	103
CC(=O)Nc1cc(S(=O)(=O)C(F)(F)F)ccc1Cl	100	-1	101	-4	97	98	-1	101	102	-5	105
O=C(CCS(=O)(=O)Cc1ccccc1)N1CCc2ccccc2C1	107	.	103	-6	99	108	-2	105	102	-11	103
C[C@@H](C(=O)Nc1ccc2ccccc2c1)[C@H]1C[C@]1(C)[C@H](NC(=O)OCc1ccccc1)c1ccccc1	102	.	98	-3	102	102	6	106	77	2	106
CCOC(=O)N1CCC(NC(=O)c2ccc3c(c2)N(Cc2ccccc2)CCS3)CC1	103	.	101	0	102	104	0	104	103	-20	107
O=C(Nc1cc(Br)ccc1O)c1cnn2c(C(F)F)cc(C3CC3)nc12	94	12	94	0	96	93	23	93	104	36	95
COc1ccc(CC(=O)Nc2nc(-c3cc(OC)ccc3OC)cs2)cc1	92	7	92	-2	101	93	3	92	100	-7	93
Cc1ncc([N+](=O)[O-])n1Cc1cccc(F)c1	103	11	98	2	109	103	-1	102	98	-2	107
COc1ccc(/C=C2\N=C(c3c(-c4ccccc4)noc3C)OC2=O)cc1OC	97	.	93	3	96	94	0	95	100	1	98
Cc1ccc(N/C=C(/C#N)c2ccsc2)cc1	100	.	99	-5	100	101	2	101	102	-26	103
COC(=O)c1c(C(=O)NCc2ccccc2)ncn1CC(O)COc1ccccc1 (stereo not given)	99	-3	95	0	94	96	-18	97	96	-36	97
CN(C(=S)NC(=O)C1(C)CC1(Cl)Cl)c1ccccc1 (stereo not given)	99	-45	100	-45	97	100	20	109	89	4	108
CCOc1ccc2[nH]c(=O)c(C(c3nnnn3C3CCCCC3)N3CCN(C)CC3)cc2c1 (stereo not given)	100	-12	96	-7	99	97	0	101	93	7	103
CC(=O)c1ccc(Nc2ncnc3c2oc2ccccc23)cc1	100	.	100	-3	103	98	30	97	113	21	96
CN1CCN(Cc2c(O)ccc3c(-c4ccccc4)cc(=O)oc23)CC1	98	0	100	-4	97	100	17	100	102	-41	99

Other structures:
SMILES	HRas wt GTP	Pf gametocyte	Rac1 mut GTP	Mcl-1 Bim block	Rab7 wt modul	Rab2 wt GTP	Mcl1-Noxa inh	Cdc42 wt	RGS8-Gao	Mcl1-Bid inh	Rac1 wt modul
CC(C(=O)N=Nc1c(O)n(C)c2ccc(Br)cc12)n1cnc2ccccc2c1=O (stereo not given)	94	-4	95	0	96	92	20	92	100	-22	98
Cn1cc(Br)c(C(=O)N2CCc3ccccc32)n1	101	.	100	-6	94	99	0	96	93	-32	101
C=CCn1c(SCC(=O)Nc2ccccc2OC)nnc1-c1ccco1	103	1	103	-2	102	104	-5	106	102	-16	106
CC1CCN(c2nc3c(c(=O)[nH]c(=O)n3C)n2CCSc2nc3ccccc3o2)CC1	96	.	98	-5	95	100	10	96	99	-8	100
CC(C)(C)C(=O)NC(=S)N1CCc2ccccc21	104	20	100	2	108	102	11	100	90	-60	108
Cc1noc(C)c1S(=O)(=O)NCc1ccc2c(c1)OCO2	104	.	100	1	104	100	2	99	100	-18	107
CCN(CC)S(=O)(=O)c1ccc(C(=O)NCc2nnc(SCC(=O)OC)n2C)cc1	102	.	100	-2	103	102	2	104	101	-9	104
S=C(Nc1ccc(Br)cc1Cl)N1CCC2(CC1)OCCO2	99	24	98	-5	101	97	-10	95	107	-56	98
COCCNC(=O)CN(C(=O)CCC(=O)Nc1cc(C)on1)c1ccccc1C	100	25	98	-6	103	101	5	100	102	-7	101
COc1ccc(OC)c(NC(=O)C(Sc2ccccc2)c2ccccc2)c1 (stereo not given)	100	8	98	-7	103	100	-14	99	91	-5	101
O=C(CSc1nc2scc(-c3ccccc3)c2c(=O)[nH]1)N1CCCCC1	92	-8	91	-1	93	94	6	93	98	-32	95
O=C(CNC(=O)c1cccs1)N/N=C/c1ccc(O)cc1O	96	-70	96	0	106	101	2	95	96	-49	97
O=C(NCC(=O)N(Cc1cccs1)C(C(=O)NC1CCCC1)c1ccco1)c1cccs1 (stereo not given)	102	.	97	0	104	101	7	109	94	-38	103
CCc1c(C)c2ccc(O)c(CN(C)C)c2oc1=O	99	6	100	-2	99	100	20	100	110	-9	100
Clc1ncc(CSc2ccccc2)s1	97	17	98	1	104	99	1	95	98	-34	98
CN(C)S(=O)(=O)c1ccc(C(=O)Nc2ccccc2F)cc1	100	.	97	-1	98	100	3	103	103	-14	102
CCOC(=O)N1CCN(C(=O)CSc2nc(-c3cccc(C)c3)ns2)CC1	102	.	101	1	97	101	11	103	105	-13	103
COc1ccc(CN(C(=O)c2cc3ccccc3oc2=O)C2CCCCC2)cc1OC	100	.	101	-5	96	99	11	103	101	-13	101
C=CCn1c(SCC(=O)Nc2cc(OC)c(NC(=O)c3ccco3)cc2OC)nnc1-c1ccncc1	99	.	98	0	100	98	10	98	103	-14	101
COc1cc(/C=C(/NC(=O)c2ccccc2Cl)C(=O)O)cc(OC)c1OC	104	.	96	-4	103	102	23	103	102	18	105
COc1ccc(N2CCN(CCNS(=O)(=O)c3cccc4nsnc34)CC2)cc1	102	16	100	-2	104	102	10	103	103	-36	103
COc1ccc(NC(=O)CC(C)c2ccccc2)c([N+](=O)[O-])c1 (stereo not given)	98	-4	99	-3	94	96	16	100	104	3	102

High-throughput results (PubChem)

No enrichment for hits. About 2.9% of those tested had a hit in this group.
